EPAC1 antagonist = EPAC1 (human) antagonism; O95398; actives 0.14% (n = 360,000); AID 720709; EPAC1 GEF assay, Rap1b-BODIPY-GDP exchange fluorescence; Potency, µM (titrated, usually from 115 µM), for inactives: at the highest dose activity change, negative = inhibition, hits mostly inhibitors;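 further: potency means the concentration at half of the fitted maximal effect; plate controls were vehicle for no effect and positive control for full effect; nearly all actives have a fitted effect of over 50% in size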
WRN inhibitor = blocks human WRN helicase. Q14191. WRN helicase unwinding, fluorescent forked duplex, kinetic. Potency, µM (top dose mostly 114 µM), for the others: top-dose activity change, negative = inhibition, most hits filed as inhibitors. actives 0.46% (n = 360,000); further: potency means the concentration at half of the fitted maximal effect; on the % scale 0 is the no-effect control and ±100 the full control effect; nearly all actives have a fitted effect of over 55% in size
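WRN at 20 nM final preincubated with compound 15 min at room temperature; reaction started with 100 nM fluorophore/quencher forked duplex oligonucleotide and 2 mM ATP final. Unwinding followed kinetically by red fluorescence (ex 525, em 598 nm).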
Abeta yeast res = A-beta toxicity reversal in yeast; yeast expressing A-beta42, growth rescue, OD600, 48 h; response scale: 0% DMSO, 100% iron-clioquinol control; Potency, µM (highest dose often 46.1 µM), for the others: top-dose growth rescue, actives largely listed as activators; actives 0.063% (n = 410,000); further: potency means the concentration at half of the fitted maximal effect; nearly all actives have a fitted effect of over 55% in size
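Growth rescue measured by 600 nm absorbance after 48 h yeast culture at 30 C with compound. Values normalized between DMSO and an equimolar ferric chloride plus clioquinol control.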
FUS suppressor = suppressors of FUS proteinopathy in yeast; S. cerevisiae FUS-expressing, growth rescue, OD600, 24 h; Potency, µM (doses to about 76.6 µM), for the others: top-dose growth rescue (activation), most hits filed as activators; actives 0.24% (n = 390,000); AID 1347120;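 further: potency means the concentration at half of the fitted maximal effect; plate controls were DMSO vehicle for no effect and reference control for full effect; nearly all actives have a fitted effect of over 55% in size; some results filed as inactive show a strong effect at the top dose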
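FUS-expressing yeast, raffinose-pregrown, induced in 2% galactose minimal medium at OD 0.005; compounds in a dilution series, 24hr at 30C. Growth restoration read as absorbance at 600 nm. CP55940 positive control, DMSO negative.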
PI5P4Ka inh = PI5P4K alpha (human) kinase inhibition; P48426; PI5P4Kalpha enzyme, ADP-Glo luminescence, 60 min; hits give low values; max response, %; actives 1.2% (n = 330,000); AID 652105; active means max response of -50% or lower; inconclusive means between -30% and -50%; inactive means -30% or higher; further: value at the top dose of about 77 µM; on the % scale 0 is the no-effect control and ±100 the full control effect
Target sequence (P48426 whole entry, looked up): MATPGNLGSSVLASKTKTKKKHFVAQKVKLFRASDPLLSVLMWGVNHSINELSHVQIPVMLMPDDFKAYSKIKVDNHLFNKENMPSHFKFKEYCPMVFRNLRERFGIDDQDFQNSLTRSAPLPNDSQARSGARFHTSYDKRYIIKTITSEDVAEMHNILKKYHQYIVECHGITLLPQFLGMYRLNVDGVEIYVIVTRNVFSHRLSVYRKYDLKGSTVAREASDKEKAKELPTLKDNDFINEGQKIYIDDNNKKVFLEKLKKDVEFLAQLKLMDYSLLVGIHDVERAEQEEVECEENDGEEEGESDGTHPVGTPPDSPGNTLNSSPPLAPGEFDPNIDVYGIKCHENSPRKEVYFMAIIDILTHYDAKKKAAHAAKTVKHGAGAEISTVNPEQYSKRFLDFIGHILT
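Single end-point luminescence (ADP-Glo) quantified ADP from PI5P4Kalpha turnover; ATP 5 microM final, 1 h at RT, 0.1% CHAPS and 0.28 mM EGTA in HEPES pH 7.4.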
IL2 activator = IL-2 activation | IL-2 activation reporter assay, cell-based qHTS; stimulated with anti-CD3/CD4/CD28 beads; in transgenic mouse T cells | activation, % (series mostly up to about 46 µM) | actives 0.065% (n = 360,000) | AID 652025; in the data active means activation above about 50%; inconclusive means mostly about 30% to 49%; further: 0% is about no effect
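Unstimulated transgenic mouse T cells preincubated 60 min with compound, then stimulated with anti-CD3/anti-CD4-coated beads plus anti-CD28 for 18 h at 37 degrees C. IL-2 response read as EGFP and DsRed fluorescence by plate cytometry.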
PLK1 PBD inh = blocks phosphopeptide binding to human PLK1 polo-box domain | P53350 | Plk1 PBD binding of FITC phosphopeptide, fluorescence polarization | Potency, µM, for inactives: max response, negative = inhibition, hits mostly inhibitors | actives 2.8% (n = 360,000) | AID 720504; further: potency means the concentration at half of the fitted maximal effect; series mostly up to about 57 µM; on the % scale 0 is the no-effect control and ±100 the full control effect; nearly all actives have a fitted effect of over 65% in size
Target sequence (P53350 whole entry, looked up, the tested form may be a part): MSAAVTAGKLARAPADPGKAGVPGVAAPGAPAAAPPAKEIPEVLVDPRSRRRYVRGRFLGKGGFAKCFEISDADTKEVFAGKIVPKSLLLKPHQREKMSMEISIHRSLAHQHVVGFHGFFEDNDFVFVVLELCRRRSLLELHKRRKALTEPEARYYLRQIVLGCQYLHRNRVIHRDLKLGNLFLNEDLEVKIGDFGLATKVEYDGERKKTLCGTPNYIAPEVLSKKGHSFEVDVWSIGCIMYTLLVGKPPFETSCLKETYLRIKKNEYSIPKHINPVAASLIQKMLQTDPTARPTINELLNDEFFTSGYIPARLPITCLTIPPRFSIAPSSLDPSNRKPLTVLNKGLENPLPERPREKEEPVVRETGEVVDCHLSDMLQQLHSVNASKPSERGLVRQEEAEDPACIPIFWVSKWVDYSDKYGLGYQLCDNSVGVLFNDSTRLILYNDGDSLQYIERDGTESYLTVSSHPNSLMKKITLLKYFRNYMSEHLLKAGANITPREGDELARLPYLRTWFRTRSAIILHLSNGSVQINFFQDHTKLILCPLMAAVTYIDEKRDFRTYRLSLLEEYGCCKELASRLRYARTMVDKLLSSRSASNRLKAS
EPAC1 ag = agonists of human EPAC1; O95398; EPAC1 agonist qHTS, biochemical assay; response scale: 100% = response to 6.5 mM cAMP; Potency, µM (doses to about 154 µM), for inactives: top-dose activation, most hits filed as activators; actives 0.073% (n = 360,000); AID 720707; further: potency means the concentration at half of the fitted maximal effect; nearly all actives have a fitted effect of over 60% in size
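Compounds were pinned as a concentration titration into mixtures of EPAC1 (100 nM), BODIPY-GDP-loaded Rap1B (250 nM) and GDP (50 uM). After 5 min at room temperature, fluorescence was followed for 30 min; activity was scaled to 6.5 mM cAMP.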
* = called active by the depositor; & = joins results of further samples; [ ] = dose if it differs, or a comment. Unless noted, the call rests on the fitted dose curve; in most records, active means well fitted curve in the direction sought with a large enough effect; inconclusive means small, poorly fitted or top-dose-only effect, or another doubt; inactive means no such curve, though single readings can be large; an effect the other way counts as inactive or inconclusive.

Screening CCN(CC)CCN1C(=O)C(=O)/C(=C(/O)c2ccc(S(=O)(=O)N3CCOCC3)cc2)C1c1ccccc1 (stereo not given) returned EPAC1 antagonist -26.4%, WRN inhibitor -1.5%, Abeta yeast res 10.8%, FUS suppressor -19.3%, PI5P4Ka inh -4.2, IL2 activator 0.3, PLK1 PBD inh -12.8% and EPAC1 ag 1.0%.
COc1cccc(OC)c1C(=O)OCC(=O)N1CC(C)CC(C)C1 (stereo not given) was read as EPAC1 antagonist 2.7%, WRN inhibitor -28.8%, Abeta yeast res 0.0%, PI5P4Ka inh -6.3, IL2 activator -0.3, PLK1 PBD inh -4.8% and EPAC1 ag -7.5%.
`CCOc1cc(NS(=O)(=O)c2ccc(OC)cc2)c(OCC)cc1NC(=O)c1ccco1` gave EPAC1 antagonist 20.9%, WRN inhibitor -7.1%, Abeta yeast res -18.6%, FUS suppressor 42.5%, IL2 activator -2.4, PLK1 PBD inh -12.7% and EPAC1 ag 0.0%.
CC(C)CCOP(=O)(c1ccc(N(C)C)cc1)C(O)c1ccc(C(C)C)cc1 (stereo not given) was read as EPAC1 antagonist -13.9%, WRN inhibitor -0.8%, Abeta yeast res 17.5%, FUS suppressor 18.4%, PI5P4Ka inh 0.8, IL2 activator -0.4, PLK1 PBD inh -0.3% and EPAC1 ag -18.3%.
Screening Cc1ccccc1N=C1N=C(N)c2ccccc21 returned EPAC1 antagonist 3.2%, WRN inhibitor 4.1%, Abeta yeast res -2.5%, PI5P4Ka inh 9.0, IL2 activator -0.2, PLK1 PBD inh -11.7% and EPAC1 ag -2.6%.
For O=C(C1CCC1)N1CCN(c2cccc(C(F)(F)F)c2)CC1 the results were EPAC1 antagonist -7.5%, WRN inhibitor -19.6%, Abeta yeast res 16.3%, FUS suppressor -13.3%, PI5P4Ka inh 6.2, IL2 activator -2.5, PLK1 PBD inh -3.0% and EPAC1 ag -7.0%.
Screening COC(=O)c1cc(S(=O)(=O)N2CCN(Cc3ccccc3)CC2)cn1C returned EPAC1 antagonist 3.3%, WRN inhibitor 7.4%, Abeta yeast res 14.5%, FUS suppressor -17.1%, PI5P4Ka inh 0.1, IL2 activator -0.9, PLK1 PBD inh 0.2% and EPAC1 ag -12.0%.
c1nc(N2CCCC2)c2[nH]cnc2n1 was read as EPAC1 antagonist -1.6%, WRN inhibitor 0.9%, Abeta yeast res 8.1%, FUS suppressor 1.2%, IL2 activator -0.1, PLK1 PBD inh -6.9% and EPAC1 ag 7.6%.
For Cc1cccc(NC(NC(=O)Cc2ccccc2)C(Cl)(Cl)Cl)c1 (stereo not given) the results were EPAC1 antagonist -2.6%, WRN inhibitor 5.2%, Abeta yeast res -6.2%, FUS suppressor -4.3%, PI5P4Ka inh 11.8, IL2 activator -2.8, PLK1 PBD inh -9.2% and EPAC1 ag 0.6%.
For CCNc1nc(NCC)nc(N(n2cnnc2)S(=O)(=O)c2ccc(C)cc2)n1 the results were EPAC1 antagonist inconclusive, WRN inhibitor -4.8%, Abeta yeast res 6.5%, PI5P4Ka inh -4.8, IL2 activator 1.6, PLK1 PBD inh -2.3% and EPAC1 ag -7.0%.
`CN1CCc2c(n(CC(O)CN(CCO)CCO)c3ccccc23)C1=O` (stereo not given) gave EPAC1 antagonist 1.3%, WRN inhibitor 3.9%, Abeta yeast res -11.1%, FUS suppressor -9.5%, PI5P4Ka inh 0.4, IL2 activator 2.0, PLK1 PBD inh -21.7% and EPAC1 ag -12.3%.
For Cc1c(O)ccc(/C=N/Nc2nc(-c3cccnc3)nc3ccccc23)c1O the results were EPAC1 antagonist -4.6%, WRN inhibitor inconclusive, Abeta yeast res -11.0%, FUS suppressor 4.5%, PI5P4Ka inh inconclusive, IL2 activator 3.4, PLK1 PBD inh -0.6%&0.2% and EPAC1 ag 12.8%.
`CC1CN(C(=O)COC(=O)c2ccc(F)cc2Cl)CC(C)O1` (stereo not given) gave EPAC1 antagonist inconclusive, WRN inhibitor -29.5%, Abeta yeast res -9.8%, FUS suppressor 2.1%, PI5P4Ka inh 0.8, IL2 activator -4.9, PLK1 PBD inh -8.4% and EPAC1 ag 4.7%.
For COc1ccc(N2CCN(C(=O)c3cc4c(s3)CCCCC4)CC2)cc1 the results were EPAC1 antagonist -2.4%, WRN inhibitor -13.5%, Abeta yeast res -17.9%, FUS suppressor 17.9%, PI5P4Ka inh 5.0, IL2 activator 0.6, PLK1 PBD inh 4.7% and EPAC1 ag 1.3%.
For O=C(O)CCCC(=O)N1CCN(c2cccc(Cl)c2)CC1 the results were EPAC1 antagonist 2.4%, WRN inhibitor 7.1%, Abeta yeast res 9.8%, FUS suppressor -18.0%, PI5P4Ka inh -6.4, IL2 activator -0.8, PLK1 PBD inh -6.0% and EPAC1 ag 5.5%.
`CCOC(=O)C1(Cc2ccccc2C(F)(F)F)CCN(C2CCN(C(C)C)CC2)CC1` gave EPAC1 antagonist inconclusive, WRN inhibitor 4.8%, Abeta yeast res 2.1%, FUS suppressor -2.1%, PI5P4Ka inh 12.0, IL2 activator 0.0, PLK1 PBD inh inconclusive and EPAC1 ag -11.7%.
Cc1ccc(CNC(=O)CN(Cc2cccs2)C(=O)C2(C)CC(=O)N=C3C=CC=CN32)cc1 (stereo not given) was read as EPAC1 antagonist -16.8%, WRN inhibitor -33.0%[57.1 µM], Abeta yeast res 0.9%, FUS suppressor 5.8%, PI5P4Ka inh -6.4, IL2 activator -0.1, PLK1 PBD inh -5.7% and EPAC1 ag -0.9%.
CC(=O)Nc1ccc(S(=O)(=O)Nc2nc3ccccc3nc2Nc2ccc(C(=O)O)c(O)c2)cc1 was read as EPAC1 antagonist -15.2%, WRN inhibitor -25.0%[11.6 µM], Abeta yeast res 9.4%, FUS suppressor inconclusive, PI5P4Ka inh -71.3*, IL2 activator 0.2, PLK1 PBD inh inconclusive and EPAC1 ag -2.7%.
Clc1ccc(Cn2ncc3c(N4CCCC4)ncnc32)cc1 was read as EPAC1 antagonist -9.4%, WRN inhibitor 1.7%, Abeta yeast res -0.6%, FUS suppressor -7.2%, PI5P4Ka inh -0.9, IL2 activator -0.5, PLK1 PBD inh -5.9% and EPAC1 ag 4.8%.
COc1c(C)cc(C(=O)C2CCCN(C(=O)Cn3ccc(C)n3)C2)cc1C (stereo not given) was read as EPAC1 antagonist 1.1%, WRN inhibitor 4.7%[57.1 µM], Abeta yeast res 5.5%, FUS suppressor 1.9%, PI5P4Ka inh 3.3, IL2 activator 0.2, PLK1 PBD inh 3.7% and EPAC1 ag 2.5%.

The last two compounds of the section above open the next one:
Clc1ccc(Cn2ncc3c(N4CCCC4)ncnc32)cc1 was read as EPAC1 antagonist -9.4%, WRN inhibitor 1.7%, Abeta yeast res -0.6%, FUS suppressor -7.2%, PI5P4Ka inh -0.9, IL2 activator -0.5, PLK1 PBD inh -5.9% and EPAC1 ag 4.8%.
COc1c(C)cc(C(=O)C2CCCN(C(=O)Cn3ccc(C)n3)C2)cc1C (stereo not given) was read as EPAC1 antagonist 1.1%, WRN inhibitor 4.7%[57.1 µM], Abeta yeast res 5.5%, FUS suppressor 1.9%, PI5P4Ka inh 3.3, IL2 activator 0.2, PLK1 PBD inh 3.7% and EPAC1 ag 2.5%.
`COc1ccc(-c2nn(-c3ccccc3)cc2/C=N/O)cc1OC` gave EPAC1 antagonist -15.5%, WRN inhibitor -6.0%, Abeta yeast res -0.8%, FUS suppressor 5.4%, PI5P4Ka inh -0.5, IL2 activator -0.1, PLK1 PBD inh -8.4% and EPAC1 ag -7.8%.
Screening COc1cc(/C=N/NC(=O)COc2cc(C)cc(C)c2)ccc1OS(=O)(=O)c1ccc(C)cc1 returned EPAC1 antagonist -9.6%, WRN inhibitor -22.9%, Abeta yeast res -0.8%, FUS suppressor 36.8%, PI5P4Ka inh 12.5, IL2 activator 0.6, PLK1 PBD inh -6.9% and EPAC1 ag 17.8%.
`Cc1cccc(C(=O)NNC(=O)c2ccccc2[N+](=O)[O-])c1` gave EPAC1 antagonist -10.0%, WRN inhibitor 10.1%, Abeta yeast res -0.9%, FUS suppressor -24.3%, PI5P4Ka inh 5.9, IL2 activator -2.2, PLK1 PBD inh -11.6% and EPAC1 ag 9.5%.
CCOC(=O)c1ccc(NC(=O)CSc2nnc(CNc3ccc(OC)cc3)n2C)cc1 was read as EPAC1 antagonist -0.7%, WRN inhibitor 5.5%, Abeta yeast res -1.4%, FUS suppressor 7.0%, IL2 activator 0.0, PLK1 PBD inh -7.9% and EPAC1 ag 12.7%.
`CNc1ccc(Br)cc(C(=O)/C=C/c2ccc(Cl)cc2Cl)c1=O` gave EPAC1 antagonist inconclusive, WRN inhibitor -9.9%[11.6 µM], Abeta yeast res -12.2%, FUS suppressor 40.4%, PI5P4Ka inh -28.7, IL2 activator 0.0, PLK1 PBD inh inconclusive and EPAC1 ag 16.2%.
For CCOC(=O)C1C(=O)NC(N2CCCCC2)=NC1C(C)C (stereo not given) the results were EPAC1 antagonist 21.5%, WRN inhibitor 3.2%, Abeta yeast res -8.0%, FUS suppressor 29.1%, IL2 activator 0.7, PLK1 PBD inh -4.0% and EPAC1 ag 6.0%.
`CCCc1cc(-c2nc(N)ncc2-c2ccc3c(c2)OCCCO3)c(O)cc1OC` gave EPAC1 antagonist -13.0%, WRN inhibitor -13.3%, Abeta yeast res -9.1%, PI5P4Ka inh 12.1, IL2 activator -4.9, PLK1 PBD inh -1.0% and EPAC1 ag 5.1%.
Screening NC1=NC(=O)/C(=C\c2ccc(O)c([N+](=O)[O-])c2)S1 returned EPAC1 antagonist inconclusive, WRN inhibitor -28.3%, Abeta yeast res 2.8%, FUS suppressor 9.5%, PI5P4Ka inh -79.1*, IL2 activator 0.0, PLK1 PBD inh -5.3% and EPAC1 ag -4.3%.
`O=S(=O)(c1ccc2c(c1)OCCO2)N1CCN(S(=O)(=O)c2c(F)cc(F)cc2F)CC1` gave EPAC1 antagonist 8.8%, Abeta yeast res 3.0%, FUS suppressor -20.0%, IL2 activator -1.2 and EPAC1 ag 4.9%.
For COc1ccc2c(CC(=O)NCc3cccs3)coc2c1 the results were EPAC1 antagonist -15.1%, WRN inhibitor -15.1%[57.1 µM], Abeta yeast res -3.6%, FUS suppressor 41.8%, PI5P4Ka inh inconclusive, IL2 activator -0.2, PLK1 PBD inh -3.0% and EPAC1 ag -0.8%.
Cc1ccc(C(=O)COC(=O)c2cc(=O)[nH]c3ccccc23)cc1 was read as EPAC1 antagonist -21.1%, WRN inhibitor 7.9%, Abeta yeast res -2.9%, FUS suppressor inconclusive, PI5P4Ka inh -0.6, IL2 activator -0.5, PLK1 PBD inh -6.0% and EPAC1 ag -3.4%.

Compound activity from PubChem BioAssay.

Hits appear at their usual frequency; about 4.1% have a hit in one of these screens.
